Screening results as filed in PubChem.
HTR5A inv ctr: HTR5A inverse agonists in luminescence cell assay, primary screen, counter-screen for OPRM1-OPRD1 heterodimer inverse agonist project, full-deck HTS | 5-hydroxytryptamine receptor 5A (Homo sapiens), P47898 | inhibition, % at 9.3 µM | HTR5A cell line, inverse agonism | AID 504634, 2011 | 340,000 tested, 0.083% active; in the data active = inhibition mostly above about 23%, no sharp cut-off; inactive = mostly below about 18%;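 note: 0% = cells with DMSO and 100% = no-cell wells with DMSO; some compounds called inactive have numbers as strong as hits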
Target sequence (P47898 whole entry, looked up): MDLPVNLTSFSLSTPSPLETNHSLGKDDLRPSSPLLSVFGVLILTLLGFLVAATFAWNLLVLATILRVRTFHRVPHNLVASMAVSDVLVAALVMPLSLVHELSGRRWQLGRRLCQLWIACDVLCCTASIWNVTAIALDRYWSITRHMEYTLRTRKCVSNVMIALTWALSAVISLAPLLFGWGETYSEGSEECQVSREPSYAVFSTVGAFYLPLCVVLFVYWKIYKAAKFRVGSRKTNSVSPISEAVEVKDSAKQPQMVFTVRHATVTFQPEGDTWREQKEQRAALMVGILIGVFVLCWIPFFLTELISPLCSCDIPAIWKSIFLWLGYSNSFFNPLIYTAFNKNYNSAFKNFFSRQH
PKA-R2B act: activators of PKA-R2B holoenzyme, primary screen, biochemical, fluorescence polarization, Cy5-IP20, human | AID 504700, 2011 | cAMP-dependent protein kinase catalytic subunit beta (Homo sapiens) + cAMP-dependent … | 340,000 tested, 0.079% active | activation, % at 11.4 µM | PKA-R2B holoenzyme dissociation; R2B truncated from residue 108, S112A mutant; 0% DMSO only, 100% 113 µM cGMP;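 active = activation above a cutoff set at the mean over all compounds plus 3 SD, cut at about 18% in these data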;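 note: higher means more holoenzyme dissociation and a rise in polarization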
CDK5 inh: inhibitors of human CDK5/p35 kinase, primary screen, biochemical, single concentration. Cyclin-dependent kinase 5 (Homo sapiens) + Cyclin-dependent kinase 5 activator 1 (Homo …. Recombinant CDK5/p35, ADP-Glo luminescence, 60 min. inhibition, % at 10 µM. 330,000 tested, 0.01% active. AID 488839, 2010;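 active = highest replicate inhibition of at least 50% and at least 75% of replicates reaching 50%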;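 note: plate controls were DMSO neutral control for no effect and GW8510 at 10 µM for full effect; many of its hits are not listed in these tables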
AddAB inh: growth inhibition of E. coli expressing H. pylori AddAB, primary screen, AddAB inhibitor project, absorbance. inhibition, % at 11.9 µM. 330,000 tested, 0.29% active. AID 435030, 2010; in the data active = inhibition above about 12%;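 note: 0% = vehicle wells of infected cells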
PKA-R1A activ: activators of PKA-R1A holoenzyme, primary screen, biochemical, fluorescence polarization, Cy5-IP20, bovine R1A, mouse PKAc. AID 504707, 2011. activation, % at 11.4 µM. PKA-R1A dissociation; scaled: DMSO 0%, 113 µM cGMP 100%. cAMP-dependent protein kinase type I-alpha regulatory subunit (Bos taurus) + …. 340,000 tested, 0.083% active;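 active = percent activation above the mean of all tested compounds plus 3 SD, cut at about 19% in these data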;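 note: higher means more PKAc released from R1A so a rise in polarization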
HTR5A ag ctr: HTR5A agonists in luminescence cell assay, primary screen, counter-screen for OPRM1-OPRD1 heterodimer agonist project, full-deck HTS | 5-hydroxytryptamine receptor 5A (Homo sapiens), P47898 | cell-based | activation, % at 9.3 µM | 340,000 tested, 0.61% active; in the data active = activation mostly above about 9.5%, no sharp cut-off; inactive = mostly below about 7.6%;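 note: 0% = cells with vehicle only and 100% = reference agonist; strong numbers were not always called active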
phage Ecoli inh: growth loss of phage-infected E. coli, primary screen, RecBCD inhibitor project, absorbance, with phage, HTS | AID 651602, 2012 | 360,000 tested, 0.26% active | inhibition, % at 11.9 µM; in the data active = inhibition above about 11%
DAGLB inhibitor: DAGLB lipase inhibitors, primary screen, biochemical, fluorescence, HTS; Diacylglycerol lipase-beta (Homo sapiens), Q8NCG7; inhibition, % at 5.17 µM; HEK293T DAGLB membrane lysate, EnzChek fluorogenic substrate; 340,000 tested, 0.059% active; in the data active = inhibition above about 34%;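 note: 0% = enzyme with vehicle and 100% = wells lacking enzyme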
Target sequence (Q8NCG7 whole entry, looked up): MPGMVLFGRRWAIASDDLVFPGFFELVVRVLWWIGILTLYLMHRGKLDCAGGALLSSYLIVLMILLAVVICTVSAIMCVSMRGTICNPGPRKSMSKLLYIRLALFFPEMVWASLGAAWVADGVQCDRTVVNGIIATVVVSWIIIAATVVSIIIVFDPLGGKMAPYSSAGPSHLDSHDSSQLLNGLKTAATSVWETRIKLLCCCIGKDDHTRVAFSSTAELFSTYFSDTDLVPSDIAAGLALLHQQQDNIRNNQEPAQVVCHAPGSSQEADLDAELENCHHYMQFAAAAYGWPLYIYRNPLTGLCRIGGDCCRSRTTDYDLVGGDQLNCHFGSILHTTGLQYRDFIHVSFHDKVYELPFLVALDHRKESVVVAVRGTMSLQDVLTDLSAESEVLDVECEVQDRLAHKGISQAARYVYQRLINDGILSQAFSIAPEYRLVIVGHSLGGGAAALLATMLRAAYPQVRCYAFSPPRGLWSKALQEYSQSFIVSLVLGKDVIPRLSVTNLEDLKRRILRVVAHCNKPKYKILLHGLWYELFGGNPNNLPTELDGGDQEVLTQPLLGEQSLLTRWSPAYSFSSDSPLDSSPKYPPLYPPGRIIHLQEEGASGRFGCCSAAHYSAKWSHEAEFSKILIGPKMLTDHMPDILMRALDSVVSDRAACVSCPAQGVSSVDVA
E coli growth: E. coli V3065 growth inhibition, primary screen, counter-screen for AddAB inhibitor project, absorbance, OD600; 18 h; 330,000 tested, 0.27% active; AID 449728, 2010; inhibition, % at 11.9 µM;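 active = inhibition above the campaign's mean inhibition across all tested compounds plus 3 SD, cut at about 9.9% in these data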;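 note: uninfected addAB+ strain grown without phage in ampicillin broth; 0% = DMSO wells and 100% = ciprofloxacin 0.95 µg/ml wells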
Mot1-301 SUMO: yeast Mot1-301 growth rescue at high temperature, primary screen, SUMOylation pathway inhibitor project, S. cerevisiae, ATP luminescence, 38.5C | S. cerevisiae Mot1-301 growth rescue; percent above DMSO median, 100 means doubled | growth rescue, % at 18.8 µM | 320,000 tested, 1% active | AID 2716, 2010;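 active = every valid replicate shows activation above 250% relative to neutral control wells; inactive = the rest, any valid replicate at or below 250%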;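 note: OY570 slx delta 5 strain wells were the positive control but not used for scaling; some compounds called inactive have numbers as strong as hits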
Tat transport: E. coli Tat export inhibitors, primary screen, MC4100, TorA-mCherry reporter, fluorescence, single point. inhibition, % at 10 µM. 340,000 tested, 0.036% active. AID 488895, 2010;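 active = mean replicate inhibition at least 50% and at least half of replicates individually reaching 50%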;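 note: exported cargo escapes ClpAP degradation while cytoplasmic cargo is degraded and loses fluorescence; 0% = median of neutral control wells and 100% = median of NaSCN control wells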
* = called active by the depositor; & = joins results of further samples. The order is random. Share with any hit: about 2.3%.

What do the screens show for `CCOc1cc(N2CCOCC2)c(OCC)cc1NC(=O)c1ccccc1`?
HTR5A inv ctr: 13; PKA-R2B act: -1; CDK5 inh: -1.5; AddAB inh: 0.8; PKA-R1A activ: 8; HTR5A ag ctr: 1; phage Ecoli inh: 1.7; DAGLB inhibitor: -4; E coli growth: 1.6; Mot1-301 SUMO: 287; Tat transport: -4

How did COc1ccccc1CNC(=O)Cn1cccc1C(=O)c1ccccc1C do in these assays?
HTR5A inv ctr: -1; PKA-R2B act: -3; CDK5 inh: -2.6; AddAB inh: 1.9; PKA-R1A activ: -6; HTR5A ag ctr: 1; phage Ecoli inh: 0.9; DAGLB inhibitor: -2; E coli growth: -2.0; Mot1-301 SUMO: -5; Tat transport: 4

Results for CSCCC(NC(=O)c1ccccc1)C(=O)N1CC(C)OC(C)C1 (stereo unspecified) ?
HTR5A inv ctr: -32; PKA-R2B act: 7; CDK5 inh: 0.0; AddAB inh: 1.9; PKA-R1A activ: 6; HTR5A ag ctr: 12; phage Ecoli inh: 5.6; DAGLB inhibitor: -1; E coli growth: 1.4; Mot1-301 SUMO: 0; Tat transport: 0

How did Cc1cc[n+](CC(=O)c2cccc([N+](=O)[O-])c2)c2ccccc12 do in these assays?
HTR5A inv ctr: -3; PKA-R2B act: -16; CDK5 inh: -0.1; AddAB inh: 2.0; PKA-R1A activ: -4; HTR5A ag ctr: 1; phage Ecoli inh: 0.2; DAGLB inhibitor: 0; E coli growth: 0.9; Mot1-301 SUMO: -8; Tat transport: 4

Results for O=C(NCC1CCCO1)c1cc2ccccc2[nH]1 (stereo unspecified) ?
HTR5A inv ctr: 14; PKA-R2B act: 9; CDK5 inh: 0.2; AddAB inh: 1.1; PKA-R1A activ: -5; HTR5A ag ctr: -3; phage Ecoli inh: 3.0; DAGLB inhibitor: 3; E coli growth: 1.3; Mot1-301 SUMO: -9; Tat transport: -1

Results for CCc1ccc(N(CC)C(=O)Cc2c(C(=O)O)n(C)c3ccccc23)cc1 ?
HTR5A inv ctr: 0; PKA-R2B act: -3; CDK5 inh: 0.4; AddAB inh: -2.2; PKA-R1A activ: -4; HTR5A ag ctr: 0; phage Ecoli inh: 0.0; DAGLB inhibitor: 0; E coli growth: -3.9; Mot1-301 SUMO: -23; Tat transport: 1

Results for CCc1ccc(/C=N/NC(=O)c2nnn(-c3nonc3N)c2C(C)C)cc1 ?
HTR5A inv ctr: -15; PKA-R2B act: -2; CDK5 inh: -1.6; AddAB inh: 3.4; PKA-R1A activ: -7; HTR5A ag ctr: 4; phage Ecoli inh: -1.3; DAGLB inhibitor: -4; E coli growth: -2.4; Mot1-301 SUMO: 2; Tat transport: -5

What do the screens show for `Cn1c(=O)c2cc(S(=O)(=O)NCCC(=O)NC3CCCCCC3)ccc2n(C)c1=O`?
HTR5A inv ctr: 9; PKA-R2B act: 1; CDK5 inh: 2.5; AddAB inh: 0.7; PKA-R1A activ: -11; HTR5A ag ctr: -3; phage Ecoli inh: -0.3; DAGLB inhibitor: 2; E coli growth: -2.2; Mot1-301 SUMO: -4; Tat transport: -9

How did COC(=O)C1=CN(Cc2ccccc2)C=C(C(=O)OC)C1c1ccc(OC)c(OC)c1 do in these assays?
HTR5A inv ctr: 9; PKA-R2B act: -4; CDK5 inh: -1.0; AddAB inh: -0.7; PKA-R1A activ: 1; HTR5A ag ctr: -2; phage Ecoli inh: 2.0; DAGLB inhibitor: -3; E coli growth: -0.8; Mot1-301 SUMO: -5; Tat transport: 7

What do the screens show for `O=[N+]([O-])c1ccc(N2CCN(S(=O)(=O)c3ccc4ccccc4c3)CC2)cc1NCc1ccco1`?
HTR5A inv ctr: 9; PKA-R2B act: -2; CDK5 inh: 0.1; AddAB inh: 0.6; PKA-R1A activ: 0; HTR5A ag ctr: -4; phage Ecoli inh: 2.1; DAGLB inhibitor: 4; E coli growth: -3.2; Mot1-301 SUMO: -11; Tat transport: -6

How did Brc1ccc(-c2cnnc(N3CCCC3)n2)cc1 do in these assays?
HTR5A inv ctr: -2; PKA-R2B act: 2; CDK5 inh: -2.9; AddAB inh: 1.5; PKA-R1A activ: 5; HTR5A ag ctr: 4; phage Ecoli inh: 1.1; DAGLB inhibitor: -6; E coli growth: -0.2; Mot1-301 SUMO: 6; Tat transport: -6

Results for O=C(COC(=O)c1cc(Cl)ccc1O)Nc1ccccc1C(=O)NC1CC1 ?
HTR5A inv ctr: -7; PKA-R2B act: 0; CDK5 inh: 0.3; AddAB inh: 0.0; PKA-R1A activ: -1; HTR5A ag ctr: 9; phage Ecoli inh: 0.8; DAGLB inhibitor: -3; E coli growth: -1.1; Mot1-301 SUMO: 1; Tat transport: 0

What do the screens show for `COc1cc(/C=N/NC(=O)CCC(=O)NCc2ccccc2)cc(OC)c1OC`?
HTR5A inv ctr: 6; PKA-R2B act: -13; CDK5 inh: 1.0; AddAB inh: 1.4; PKA-R1A activ: 2; HTR5A ag ctr: -2; phage Ecoli inh: 3.2; DAGLB inhibitor: 0; E coli growth: -0.6; Mot1-301 SUMO: 39; Tat transport: 0

What do the screens show for `Cc1ccc(-c2cc(C(=O)N3CCOCC3)c3ccccc3n2)o1`?
HTR5A inv ctr: -5; PKA-R2B act: 2; CDK5 inh: 2.1; AddAB inh: -0.4; PKA-R1A activ: 4; HTR5A ag ctr: 1; phage Ecoli inh: 1.9; DAGLB inhibitor: 1; E coli growth: -2.4; Mot1-301 SUMO: 1; Tat transport: -4

How did COC(=O)c1cc(S(=O)(=O)NCc2ccccc2Cl)c[nH]1 do in these assays?
HTR5A inv ctr: -13; PKA-R2B act: 0; CDK5 inh: -2.1; AddAB inh: 2.1; PKA-R1A activ: -7; HTR5A ag ctr: 4; DAGLB inhibitor: -2; E coli growth: -0.7; Mot1-301 SUMO: 11; Tat transport: 10

How did C=CCn1c(-c2cccc([N+](=O)[O-])c2)n[nH]c1=S do in these assays?
HTR5A inv ctr: 0; PKA-R2B act: 1; CDK5 inh: -0.4; AddAB inh: 2.5; PKA-R1A activ: -1; HTR5A ag ctr: 0; phage Ecoli inh: 0.5; DAGLB inhibitor: 1; E coli growth: -1.4; Mot1-301 SUMO: -8; Tat transport: -2

How did CCOc1cc(C2C3=C(CC(C)(C)CC3=O)N(CCOC)C3=C2C(=O)CC(C)(C)C3)ccc1O do in these assays?
HTR5A inv ctr: -3; PKA-R2B act: 8; CDK5 inh: 1.1; AddAB inh: -0.3; PKA-R1A activ: -2; HTR5A ag ctr: 1; phage Ecoli inh: 0.7; DAGLB inhibitor: -2; E coli growth: 1.8; Mot1-301 SUMO: -10; Tat transport: 5

How did CCn1cc(C(=O)NCCCN(CC(C)C)CC(C)C)c(=O)c2cc(S(=O)(=O)N3CCOCC3)ccc21 do in these assays?
HTR5A inv ctr: 13; PKA-R2B act: 4; CDK5 inh: 1.3; AddAB inh: 3.4; PKA-R1A activ: -8; HTR5A ag ctr: 2; phage Ecoli inh: 5.0; DAGLB inhibitor: -3; E coli growth: 2.3; Mot1-301 SUMO: 1; Tat transport: 2

How did O=C(c1ccccc1)c1ccc(OCCO)cc1 do in these assays?
HTR5A inv ctr: 16; PKA-R2B act: -6; CDK5 inh: 0.4; AddAB inh: 1.2; PKA-R1A activ: -6; HTR5A ag ctr: 1; phage Ecoli inh: 4.1; DAGLB inhibitor: 1; E coli growth: 0.1; Mot1-301 SUMO: -16; Tat transport: 2

What do the screens show for `C(=N\Nc1nc2ccccc2[nH]1)/C1CCCCC1`?
HTR5A inv ctr: 3; PKA-R2B act: -1; CDK5 inh: 1.1; AddAB inh: -0.3; PKA-R1A activ: 10; HTR5A ag ctr: -1; phage Ecoli inh: 3.2; DAGLB inhibitor: 1; E coli growth: 0.1; Mot1-301 SUMO: -10; Tat transport: -16

What do the screens show for `Cc1c(C(=O)NCCCN2CCCCC2)oc2ccc3c(c12)C(O)CC1(CCCCC1)O3` (stereo unspecified)?
HTR5A inv ctr: 10; PKA-R2B act: 2; CDK5 inh: -4.5; AddAB inh: 0.4; PKA-R1A activ: -9; HTR5A ag ctr: 3; phage Ecoli inh: 3.1; DAGLB inhibitor: 4; E coli growth: -1.3; Mot1-301 SUMO: -1; Tat transport: 20

How did CCCCS(=O)CC(CS(=O)CCCC)OC(=O)c1ccccc1 (stereo unspecified) do in these assays?
HTR5A inv ctr: -21; PKA-R2B act: 0; CDK5 inh: -0.2; AddAB inh: 1.6; PKA-R1A activ: -5; HTR5A ag ctr: 7; phage Ecoli inh: -0.2; DAGLB inhibitor: -1; E coli growth: 2.9; Mot1-301 SUMO: -9; Tat transport: 4

Results for CCN(CC(=O)NCc1ccc(F)cc1)C(=O)c1oc2ccccc2c1C ?
HTR5A inv ctr: -3; PKA-R2B act: -8; CDK5 inh: -1.8; AddAB inh: -1.7; PKA-R1A activ: 0; HTR5A ag ctr: 4; phage Ecoli inh: -0.1; DAGLB inhibitor: -2; E coli growth: -2.1; Mot1-301 SUMO: -14; Tat transport: -2

Results for Cc1c(C(=O)O)oc2c1C(O)CC(C)(C)C2 (stereo unspecified) ?
HTR5A inv ctr: -29&11; PKA-R2B act: -1&-8; CDK5 inh: -1.2&0.1; AddAB inh: 1.9&-0.2; PKA-R1A activ: -2&6; HTR5A ag ctr: 10&-1; phage Ecoli inh: 3.0&1.1; DAGLB inhibitor: 1&-1; E coli growth: -0.2&0.2; Mot1-301 SUMO: -3; Tat transport: 2&-1

What do the screens show for `CCOC(=O)c1ccccc1NC(=O)COC(=O)CCNS(=O)(=O)c1ccc(C)c(C)c1`?
HTR5A inv ctr: -5; PKA-R2B act: 7; CDK5 inh: -0.6; AddAB inh: 0.9; PKA-R1A activ: -16; HTR5A ag ctr: 2; phage Ecoli inh: 3.0; DAGLB inhibitor: -1; E coli growth: -0.3; Mot1-301 SUMO: -5; Tat transport: 25

Results for O=c1[nH]c(SCc2n[nH]c(=S)n2-c2ccccc2)nc2ccccc12 ?
HTR5A inv ctr: -16; PKA-R2B act: -15; CDK5 inh: 2.5; AddAB inh: 1.1; PKA-R1A activ: -12; HTR5A ag ctr: 8; phage Ecoli inh: -1.0; DAGLB inhibitor: 1; E coli growth: -1.2; Mot1-301 SUMO: -3; Tat transport: 4
